Screening data deposited in PubChem BioAssay by several laboratories.
KLF5 inhibitor – kruppel-like factor 5 inhibition. 0.23% of 290,000 active. DLD-1 KLF5 promoter-luciferase reporter, luminescence. inhibition, % at 5 µM;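 active means inhibition above a per-plate limit of that plate's mean compound inhibition plus 3 SD, cut at about 60% in these data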;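 further: 0% = DMSO wells and 100% = LY294002 at 200 µM; higher means less KLF5 promoter-driven luciferase light; inactives centre near -14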
aSyn 5UTR inh – MLPCN primary screen, SNCA 5' untranslated region | 0.82% of 300,000 active | alpha-synuclein 5'UTR reporter, inhibitor activity | AID 1813 | inhibition, % (tested at 7.5 µM); in the data active means inhibition above about 60%;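 further: H4 neuroglioblastoma cells stably carrying SNCA 5'UTR luciferase fusion; 0% = DMSO wells and 100% = positive control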
AI-2 QS modul – modulators of Vibrio harveyi AI-2 quorum sensing system; AID 2094; activity change, % at 7.5 µM; 0.4% of 300,000 active; Vibrio harveyi JMH597 AI-2 luminescence/OD600 ratio, 9 h; hits give low values; strain lacks LuxN and CqsS sensors; 0 = neutral-control median; in the data active means activity change below about -75%, passing the limit was not always enough;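 further: luminescence divided by OD600 gain over 9 h not by final OD600 alone; inactives centre near 13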
HSP90 refold inh – HSP90 refolding inhibition in rabbit reticulocyte lysate; luciferase refolding luminescence, 3 h; inhibition, % at 5.6 µM; 0.91% of 290,000 active; AID 1789;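 active means inhibition above the screen-wide mean plus 3 SD, computed separately per campaign, cut at about 16% in these data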;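 further: 0% = DMSO wells and 100% = 60 µM geldanamycin wells; inhibitors lower the luminescence because luciferase stays unfolded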
PolyA inhibitor – yeast polyadenylation inhibition | S. cerevisiae SKY197-pL101 polyadenylation reporter, beta-gal luminescence; efflux-impaired pdr1/pdr3 knockout yeast; score 100 = 6 SD above DMSO | calls only at 12 µM | 0.02% of 300,000 active | AID 1875;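 active means lowest replicate activity score at least 50, where 100 means six control SD above control mean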;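 further: yeast exposed to compound for 9 h at 30 °C; higher score means more reporter readthrough which indicates perturbed polyadenylation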
HSF1 activator – increases HSF-1 driven luciferase reporter signal; NIH3T3-HGL HSF-1 luciferase reporter, MG132, 8 h; 100% = twice DMSO control signal; 1.7% of 300,000 active; activation, % at 9 µM;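 active means mean replicate activation of at least 50% with a set share of replicates each reaching 50%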;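 further: 0% = median of the neutral control wells and 100% = twice that signal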
HSF1 inh – HSF1 inhibition. activity change, negative = inhibition, % at 7.5 µM (by protocol). 0.77% of 300,000 active. NIH3T3-HGL HSE-luciferase, MG132-induced, luminescence 8 h; hits give low values;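 active means more than half of replicate wells show activity change below -50%, luminescence cut by over half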;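 further: luciferase reports HSF-1 transcriptional activity via heat shock element; 0% = median of DMSO wells and -100% = zero luminescence signal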
GSK3A inh – human GSK-3 alpha kinase inhibition | P49840 | inhibition, % at 10 µM | 0.1% of 320,000 active | ADP-Glo luminescence, 60 min;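 in the data active means inhibition above about 50%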;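 further: GST-tagged GSK-3 alpha with peptide substrate and 25 µM ATP; 0% = DMSO neutral wells and 100% = GW8510 positive control wells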
Target sequence (P49840 whole entry, looked up): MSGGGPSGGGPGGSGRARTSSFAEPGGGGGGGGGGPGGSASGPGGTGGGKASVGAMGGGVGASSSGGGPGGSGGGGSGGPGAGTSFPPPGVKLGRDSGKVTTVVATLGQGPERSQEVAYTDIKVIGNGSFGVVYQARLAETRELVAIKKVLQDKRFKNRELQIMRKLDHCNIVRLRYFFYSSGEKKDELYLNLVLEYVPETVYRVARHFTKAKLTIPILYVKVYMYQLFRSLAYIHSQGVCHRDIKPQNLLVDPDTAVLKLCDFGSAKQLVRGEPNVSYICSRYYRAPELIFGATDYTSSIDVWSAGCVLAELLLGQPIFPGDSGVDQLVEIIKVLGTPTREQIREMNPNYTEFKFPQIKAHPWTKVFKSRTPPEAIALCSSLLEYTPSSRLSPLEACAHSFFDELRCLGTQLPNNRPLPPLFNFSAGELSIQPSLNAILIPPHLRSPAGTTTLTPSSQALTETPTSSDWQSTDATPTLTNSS
GSK3B inh – inhibitors of human GSK3beta kinase; activity score (negative = inhibition), % at 10 µM; GST-GSK3beta kinase, ADP-Glo luminescence, 60 min; hits give low values; 0.038% of 300,000 active; P49841; AID 2097;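 active means more than half of replicate wells score below -50%, meaning over 50% inhibition versus plate controls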;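 further: 0% = median DMSO wells and -100% = median GW8510 positive control wells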
Target sequence (P49841 whole entry, looked up): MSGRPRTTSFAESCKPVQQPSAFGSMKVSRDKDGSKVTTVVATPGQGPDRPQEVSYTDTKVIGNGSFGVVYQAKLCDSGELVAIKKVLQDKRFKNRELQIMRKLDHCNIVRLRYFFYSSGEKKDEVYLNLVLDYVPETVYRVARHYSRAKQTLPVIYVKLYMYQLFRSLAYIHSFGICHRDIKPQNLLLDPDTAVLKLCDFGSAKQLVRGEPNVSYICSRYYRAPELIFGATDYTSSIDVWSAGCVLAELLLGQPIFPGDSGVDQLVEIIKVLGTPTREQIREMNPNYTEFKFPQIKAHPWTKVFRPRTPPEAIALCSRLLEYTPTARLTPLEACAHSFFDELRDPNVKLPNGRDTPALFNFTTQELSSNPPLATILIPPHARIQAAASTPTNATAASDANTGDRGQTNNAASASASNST
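test system = GST-tagged human GSK3beta kinase, cell-free | reagent = 25 µM ATP with peptide substrate | dosing = one dose of 10 µM per compound | schedule = 60 min reaction, RT | detection = luminescent ADP-Glo measurement of ADP formed | control set = DMSO neutral wells and GW8510 at 20 µM as positive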
IEC-6 cytotox – counter-screen for KLF5 inhibitors: cytotoxicity in IEC-6 cells; IEC-6 cytotoxicity, luminescence viability; inhibition, % at 5 µM; 0.78% of 290,000 active; AID 1825; in the data active means inhibition above about 22%;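 further: 0% = plate median of test compound wells and 100% = cytotoxic reference compound wells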
Numbers without * were called inactive.

Start of the data: the first 2 entries (preview)
Results for CCCCNC(=O)N1CCN(C/C=C/c2ccccc2)CC1 ?
KLF5 inhibitor: -26; aSyn 5UTR inh: 26; AI-2 QS modul: 23; HSP90 refold inh: -3; PolyA inhibitor: inactive; HSF1 activator: 0; HSF1 inh: 1; GSK3A inh: -1; GSK3B inh: 2; IEC-6 cytotox: 3

What do the screens show for `COCCNC(=O)COC(=O)C1=Cc2ccccc2OC1`?
KLF5 inhibitor: -6; aSyn 5UTR inh: 17; AI-2 QS modul: 43; HSP90 refold inh: -1; HSF1 activator: 11; HSF1 inh: 1; GSK3A inh: 0; GSK3B inh: -2; IEC-6 cytotox: -4

This part in full, repeating the preview:
Results for CCCCNC(=O)N1CCN(C/C=C/c2ccccc2)CC1 ?
KLF5 inhibitor: -26; aSyn 5UTR inh: 26; AI-2 QS modul: 23; HSP90 refold inh: -3; PolyA inhibitor: inactive; HSF1 activator: 0; HSF1 inh: 1; GSK3A inh: -1; GSK3B inh: 2; IEC-6 cytotox: 3

What do the screens show for `COCCNC(=O)COC(=O)C1=Cc2ccccc2OC1`?
KLF5 inhibitor: -6; aSyn 5UTR inh: 17; AI-2 QS modul: 43; HSP90 refold inh: -1; HSF1 activator: 11; HSF1 inh: 1; GSK3A inh: 0; GSK3B inh: -2; IEC-6 cytotox: -4

How did Brc1ccc(C2=Nn3c(nnc3-c3n[nH]c4c3CCC4)SC2)cc1 do in these assays?
KLF5 inhibitor: 67*; aSyn 5UTR inh: 86*; AI-2 QS modul: 19; HSP90 refold inh: -1; PolyA inhibitor: inactive; HSF1 activator: -2; HSF1 inh: 3; GSK3A inh: 1; GSK3B inh: 1; IEC-6 cytotox: 77*

What do the screens show for `COc1ccc(/C=C2\OC(=O)c3c(OC)cccc32)cc1OC`?
KLF5 inhibitor: -162; aSyn 5UTR inh: -200; AI-2 QS modul: 11; HSP90 refold inh: 1; PolyA inhibitor: inactive; HSF1 activator: 76*; HSF1 inh: 39; GSK3A inh: -1; GSK3B inh: 1; IEC-6 cytotox: 7

Results for CC(/C=N/NC(=O)Cn1cnc2ccccc21)=C\c1ccccc1 ?
KLF5 inhibitor: 3; aSyn 5UTR inh: 21; AI-2 QS modul: -9; HSP90 refold inh: 1; PolyA inhibitor: inactive; HSF1 activator: -75; HSF1 inh: -66*; GSK3A inh: -2; GSK3B inh: -4; IEC-6 cytotox: -8

Results for COc1ccc(C(=O)NC(Cc2ccc(OC(=O)c3ccc(OC)cc3)cc2)C(=O)O)cc1 (centres undefined) ?
KLF5 inhibitor: -26; aSyn 5UTR inh: -7; AI-2 QS modul: 10; HSP90 refold inh: -1; PolyA inhibitor: inactive; HSF1 activator: 1; HSF1 inh: -2; GSK3A inh: -5; GSK3B inh: 5; IEC-6 cytotox: -2

How did COc1cc(C(=O)NC(=S)Nc2ccc3c(c2)C(=O)N(C)C3=O)cc(OC)c1OC do in these assays?
KLF5 inhibitor: -5; aSyn 5UTR inh: 10; AI-2 QS modul: 1; HSP90 refold inh: -1; PolyA inhibitor: inactive; HSF1 activator: -9; HSF1 inh: -7; GSK3A inh: 0; GSK3B inh: -1; IEC-6 cytotox: -1

Results for Cc1ccc2cccc(S(=O)(=O)NC3CCS(=O)(=O)C3)c2n1 (centres undefined) ?
KLF5 inhibitor: -27; aSyn 5UTR inh: -7; AI-2 QS modul: 45; HSP90 refold inh: -1; PolyA inhibitor: inactive; HSF1 activator: 1; HSF1 inh: 2; GSK3A inh: 2; GSK3B inh: 0; IEC-6 cytotox: 2

Results for COC(=O)[C@@H](NCc1cccc(CN([C@H](C(=O)OC)C(C)C)S(C)(=O)=O)c1)C(C)C ?
KLF5 inhibitor: -3; aSyn 5UTR inh: 0; AI-2 QS modul: 21; HSP90 refold inh: -7; PolyA inhibitor: inactive; HSF1 activator: -6; HSF1 inh: -5; GSK3A inh: 3; GSK3B inh: 6; IEC-6 cytotox: -6

How did COc1ccc(CNC(=O)CCCC2=NS(=O)(=O)c3ccccc3N2)cc1 do in these assays?
KLF5 inhibitor: -29; aSyn 5UTR inh: -20; AI-2 QS modul: 26; HSP90 refold inh: 0; PolyA inhibitor: inactive; HSF1 activator: -3; HSF1 inh: -2; GSK3A inh: -1; GSK3B inh: 0; IEC-6 cytotox: 5

What do the screens show for `COc1ccc(N2CCN(S(=O)(=O)CCNC(=O)c3ccc4c(c3)OCO4)CC2)cc1`?
aSyn 5UTR inh: 6; AI-2 QS modul: 25; PolyA inhibitor: inactive; HSF1 activator: -10; HSF1 inh: 2; GSK3A inh: -3; GSK3B inh: -2

How did CCOC(=O)c1sc(NC(=O)CSc2nnnn2-c2ccc(C)cc2C)nc1C do in these assays?
KLF5 inhibitor: 8; aSyn 5UTR inh: 17; AI-2 QS modul: 21; HSP90 refold inh: 7; PolyA inhibitor: inactive; HSF1 activator: -24; HSF1 inh: -22; GSK3A inh: -3; GSK3B inh: 2; IEC-6 cytotox: 4

Results for COc1ccc(OC)c(C(O)c2nc3ccccc3n2C)c1 (centres undefined) ?
KLF5 inhibitor: -27; aSyn 5UTR inh: -7; AI-2 QS modul: -3; HSP90 refold inh: 3; PolyA inhibitor: inactive; HSF1 activator: -3; HSF1 inh: -2; GSK3A inh: -3; GSK3B inh: 1; IEC-6 cytotox: -3

What do the screens show for `O=C1/C(=C/c2ccc(F)c(F)c2)CSc2sccc21`?
KLF5 inhibitor: -2; aSyn 5UTR inh: 8; AI-2 QS modul: 15; HSP90 refold inh: 9; PolyA inhibitor: inactive; HSF1 activator: -5; HSF1 inh: 5; GSK3A inh: -2; GSK3B inh: 1; IEC-6 cytotox: 2

How did Cc1cc(Oc2ccc(-c3ccccc3)cc2)n2ncnc2n1 do in these assays?
KLF5 inhibitor: 1; aSyn 5UTR inh: -18; AI-2 QS modul: -4; HSP90 refold inh: 7; PolyA inhibitor: inactive; HSF1 activator: -3; HSF1 inh: -2; GSK3A inh: -1; GSK3B inh: 0; IEC-6 cytotox: 1

Results for O=c1[nH]c2ccccc2n1C1=CCCC1 ?
KLF5 inhibitor: -20; aSyn 5UTR inh: -2; AI-2 QS modul: 17; HSP90 refold inh: 3; PolyA inhibitor: inactive; HSF1 activator: -12; HSF1 inh: -13; GSK3A inh: -5; GSK3B inh: 1; IEC-6 cytotox: 2

How did O=C(CCCOc1ccccc1)Nc1nccs1 do in these assays?
KLF5 inhibitor: -10; aSyn 5UTR inh: 5; AI-2 QS modul: 24; HSP90 refold inh: -1; PolyA inhibitor: inactive; HSF1 activator: -55; HSF1 inh: -40; GSK3A inh: 0; GSK3B inh: 1; IEC-6 cytotox: 3

Results for O=C(Oc1ccc2ccc(=O)oc2c1)N1CCOCC1 ?
KLF5 inhibitor: 1; aSyn 5UTR inh: -8; AI-2 QS modul: 30; HSP90 refold inh: 0; PolyA inhibitor: inactive; HSF1 activator: 1; HSF1 inh: -7; GSK3A inh: -2; GSK3B inh: -2; IEC-6 cytotox: -2

Results for CCN(c1ccccc1)S(=O)(=O)c1ccc(OC)c(NC(=O)COc2ccc(C(C)=O)cc2)c1 ?
aSyn 5UTR inh: -23; AI-2 QS modul: 26; PolyA inhibitor: inactive; HSF1 activator: -10; HSF1 inh: -2; GSK3B inh: 1

Results for COc1c(/C=N/NC(=O)[C@H]2C[C@@H]2c2ccccc2)c(CCN(C)C(C)=O)cc2c1OCO2 ?
KLF5 inhibitor: 2; aSyn 5UTR inh: -25; AI-2 QS modul: 10; HSP90 refold inh: -3; PolyA inhibitor: inactive; HSF1 activator: 13; HSF1 inh: 5; GSK3A inh: -3; GSK3B inh: -2; IEC-6 cytotox: 3

What do the screens show for `O=C(CN(c1ccc(F)cc1)S(=O)(=O)c1ccc2c(c1)OCCO2)N1CCOCC1`?
KLF5 inhibitor: -12; aSyn 5UTR inh: 13; AI-2 QS modul: 7; HSP90 refold inh: 0; PolyA inhibitor: inactive; HSF1 activator: 22; HSF1 inh: 9; GSK3A inh: 0; GSK3B inh: 2; IEC-6 cytotox: 3

How did Cc1ccc(NC(=O)CN(C)S(=O)(=O)c2cccc3nsnc23)cc1 do in these assays?
KLF5 inhibitor: 13; aSyn 5UTR inh: -1; AI-2 QS modul: 16; HSP90 refold inh: 1; PolyA inhibitor: inactive; HSF1 activator: 33; HSF1 inh: 7; GSK3A inh: 0; GSK3B inh: -1; IEC-6 cytotox: 8

Results for COc1ccc(C2NCCc3c2[nH]c2ccccc32)cc1CSc1nc2ccccc2s1 (centres undefined) ?
KLF5 inhibitor: -27; aSyn 5UTR inh: 35; AI-2 QS modul: 149; HSP90 refold inh: 0; PolyA inhibitor: inactive; HSF1 activator: -5; HSF1 inh: 2; GSK3A inh: 0; GSK3B inh: 1; IEC-6 cytotox: -3

How did CSc1ccccc1OCc1cc(C(=O)N(C)Cc2ccc(C)o2)no1 do in these assays?
KLF5 inhibitor: -106; aSyn 5UTR inh: -123; AI-2 QS modul: 10; HSP90 refold inh: -4; PolyA inhibitor: inactive; HSF1 activator: 57*; HSF1 inh: 40; GSK3A inh: -2; GSK3B inh: 1; IEC-6 cytotox: 3

Results for COc1ccc(Cn2c(S(=O)(=O)CC(N)=O)nc3ccccc32)cc1[N+](=O)[O-] ?
KLF5 inhibitor: -14; aSyn 5UTR inh: -23; AI-2 QS modul: 17; HSP90 refold inh: 2; PolyA inhibitor: inactive; HSF1 activator: -42; HSF1 inh: -26; GSK3A inh: -11; GSK3B inh: 3; IEC-6 cytotox: 1

How did O=C1CC(c2ccco2)CC(O)=C1C=Nc1ccc(Br)cc1 (centres undefined) do in these assays?
KLF5 inhibitor: -7; aSyn 5UTR inh: -4; AI-2 QS modul: 0; HSP90 refold inh: 0; PolyA inhibitor: inactive; HSF1 activator: 42; HSF1 inh: 44; GSK3A inh: -3; GSK3B inh: 2; IEC-6 cytotox: -6

How did CC1CN(C(=O)c2ccncc2)CC(C)O1 (centres undefined) do in these assays?
KLF5 inhibitor: -14; aSyn 5UTR inh: 18; AI-2 QS modul: 9; HSP90 refold inh: 1; PolyA inhibitor: inactive; HSF1 activator: -1; HSF1 inh: -1; GSK3A inh: -2; GSK3B inh: 2; IEC-6 cytotox: -4

How did Cc1ccc(-n2ncc3c(N4CCCC4)ncnc32)c(C)c1 do in these assays?
KLF5 inhibitor: -85; aSyn 5UTR inh: -114; AI-2 QS modul: 24; HSP90 refold inh: -3; PolyA inhibitor: inactive; HSF1 activator: 29; HSF1 inh: 17; GSK3A inh: -2; GSK3B inh: 0; IEC-6 cytotox: -3

Results for Cc1ccc(NC(=O)Nc2ccccc2)nc1 ?
aSyn 5UTR inh: -119; AI-2 QS modul: -7; PolyA inhibitor: inactive; HSF1 activator: 54*; HSF1 inh: 33; GSK3A inh: -2; GSK3B inh: -5

How did CCOC(=O)c1c(NC(=O)CN2C(=O)NC3(CCCC3)C2=O)sc(C)c1CC do in these assays?
aSyn 5UTR inh: 21; AI-2 QS modul: 21; PolyA inhibitor: inactive; HSF1 activator: 10; HSF1 inh: 6; GSK3A inh: -1; GSK3B inh: -2

How did COc1ccc(-c2cnc3ncnn3c2N)cc1 do in these assays?
KLF5 inhibitor: -22; aSyn 5UTR inh: 0; AI-2 QS modul: 14; HSP90 refold inh: 3; PolyA inhibitor: inactive; HSF1 activator: 5; HSF1 inh: 2; GSK3A inh: -1; GSK3B inh: -4; IEC-6 cytotox: -1

Some of the compounds tested; rates above refer to the full screens.
